Assay outcomes: PubChem BioAssay, National Center for Advancing Translational Sciences (NCATS)
LDHA block: blocks human lactate dehydrogenase A | purified LDHA, NADH/diaphorase-resazurin fluorescence; hits give low values | activity change, % (values are at about 110 or 230 µM) | actives 0.15% (n = 480,000) | AID 1347041; in the data active = activity change below about -30%; inconclusive = mostly about -25% to -30%;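 note: plate controls were DMSO wells for no effect and wells without enzyme for full effect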
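Human LDH5 (2 nM) was incubated with 0.06 mM NADH and 0.2 mM pyruvate for 5 min at room temperature in Tris pH 7.4. Remaining NADH was coupled through diaphorase/resazurin, and resorufin fluorescence was read at 0 and 20 min.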
POLH inh: blocks human DNA polymerase eta activity. Potency, µM (top dose mostly 114 µM), without a hit: at the highest dose activity change, negative = inhibition, usual class: inhibitors. AID 588591. recombinant Pol eta, fluorescent DNA replication assay. actives 1.2% (n = 390,000); note: potency is the fitted concentration of half-maximal effect; % is set by controls: 0 for no effect and ±100 for the full control effect
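Pol eta (10 nM) was preincubated with compounds for 15 min at room temperature, after which fluorescent replication substrate (50 nM final) was added to start the reaction. Fluorescence was read kinetically at 0 and 10 min.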
APEX1 inh: APE1 (human) endonuclease inhibition. recombinant APE1, TAMRA/BHQ-2 abasic DNA cleavage fluorescence. Potency, µM (doses to about 65.8 µM), inactives show top-dose activity change, negative = inhibition, actives largely listed as inhibitors. P27695. actives 0.35% (n = 350,000);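 note: potency is the fitted concentration of half-maximal effect; plate controls were vehicle for no effect and reference inhibitor for full effect; nearly all actives have a fitted effect of over 55% in size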
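Enzyme (0.75 nM final) and test compound are incubated 15 min at room temperature before adding 50 nM quenched THF abasic-site duplex. Cleavage dequenches TAMRA, followed at 525/598 nm over three reads one minute apart.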
POLB inh: inhibitors of human DNA polymerase beta. Pol beta primer extension/strand displacement, fluorescence kinetic. Potency, µM (top dose mostly 114 µM), for inactives: at the top dose activity change, negative = inhibition, actives largely listed as inhibitors. actives 1.3% (n = 340,000). P06746; note: potency is the fitted concentration of half-maximal effect; % is set by controls: 0 for no effect and ±100 for the full control effect
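Enzyme-only controls used 10 nM Pol beta; buffer lacking enzyme served as negative control. Compound preincubated 15 min, then 50 nM substrate added; 0 and 10 min reads at room temperature.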
Apoferritin bind: binds horse apoferritin like a general anesthetic | P02791 | apoferritin/1-aminoanthracene competitive binding, fluorescence | Potency, µM (highest dose often 77.5 µM), for the others: at the top dose activity change, negative = displacement, hits mostly inhibitors | actives 0.074% (n = 350,000); note: potency is the fitted concentration of half-maximal effect; % is set by controls: 0 for no effect and ±100 for the full control effect; nearly all actives have a fitted effect of over 20% in size
Target sequence (P02791 2-175 limits assumed): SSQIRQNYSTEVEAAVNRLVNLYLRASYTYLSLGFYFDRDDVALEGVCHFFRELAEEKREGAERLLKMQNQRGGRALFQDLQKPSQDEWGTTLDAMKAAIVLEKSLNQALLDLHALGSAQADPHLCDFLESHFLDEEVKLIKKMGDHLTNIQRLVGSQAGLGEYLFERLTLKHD
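Probe: 1-aminoanthracene (50% saturated, PBS). Protein: horse-spleen apoferritin, 10 uM. Incubation: 10 min, room temperature. Detection: 380 nm excitation, 535 nm emission. Analysis: normalized response, four-parameter Hill.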
Pol kappa inh: inhibitors of human DNA polymerase kappa; purified Pol kappa, fluorescent DNA synthesis assay, 10 min; actives 0.53% (n = 400,000); Q9UBT6; AID 588579; Potency, µM (titrated, usually from 107 µM), for inactives: top-dose activity, negative = inhibition, most hits filed as inhibitors; note: potency is the fitted concentration of half-maximal effect; % is set by controls: 0 for no effect and ±100 for the full control effect
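First, compounds were pin-transferred onto 10 nM Pol kappa. After 15 min at room temperature, substrate was added to 50 nM final. Fluorescence was then measured kinetically at 0 and 10 min.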
ALOX12 inh: inhibitors of human 12S-lipoxygenase ALOX12. Potency, µM (highest dose often 108 µM), without a hit: at the highest dose activity change, negative = inhibition, most hits filed as inhibitors. actives 1.1% (n = 580,000). purified 12hLO, xylenol orange hydroperoxide absorbance; note: potency is the fitted concentration of half-maximal effect; % is set by controls: 0 for no effect and ±100 for the full control effect
Target sequence (P18054 whole entry, looked up): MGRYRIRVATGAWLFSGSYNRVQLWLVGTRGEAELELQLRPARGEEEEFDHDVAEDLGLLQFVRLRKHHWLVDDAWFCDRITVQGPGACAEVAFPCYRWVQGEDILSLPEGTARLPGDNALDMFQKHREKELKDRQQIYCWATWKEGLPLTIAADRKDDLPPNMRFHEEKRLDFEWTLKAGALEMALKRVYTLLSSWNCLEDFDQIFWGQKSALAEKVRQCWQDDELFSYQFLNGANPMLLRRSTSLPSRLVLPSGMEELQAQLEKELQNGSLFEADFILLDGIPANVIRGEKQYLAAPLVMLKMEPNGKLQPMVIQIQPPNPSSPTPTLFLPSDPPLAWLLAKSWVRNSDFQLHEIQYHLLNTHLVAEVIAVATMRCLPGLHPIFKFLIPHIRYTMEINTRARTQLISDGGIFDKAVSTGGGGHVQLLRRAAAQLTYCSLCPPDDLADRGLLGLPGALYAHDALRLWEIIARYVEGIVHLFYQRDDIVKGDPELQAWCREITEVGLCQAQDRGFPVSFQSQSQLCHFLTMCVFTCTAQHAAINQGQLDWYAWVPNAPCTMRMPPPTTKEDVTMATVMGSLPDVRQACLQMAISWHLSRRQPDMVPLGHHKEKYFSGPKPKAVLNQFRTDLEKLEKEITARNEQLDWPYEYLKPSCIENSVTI
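Hydroperoxide product was detected by ferrous iron/xylenol orange as the 573 to 405 nm absorbance ratio. Arachidonic acid at 40 uM (final) was turned over for 30 min at room temperature by 150 nM human 12hLO, pH 7.0 Hepes buffer, after 15 min compound preincubation.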
ERG-DNA inh: ERG Ets/DNA interaction inhibition; actives 0.028% (n = 370,000); fluorescence polarization, His-ERG Ets domain / labelled DNA; P11308; Potency, µM (top dose mostly 76.9 µM), for the others: top-dose FP activity, negative = inhibition, usual class: inhibitors; active = well fitted inhibition curve with a large enough effect in the polarisation, with a control signal flat; inconclusive = small, poorly fitted or top-dose-only effect, or effect the other way, or a change in a side signal; inactive = no such curve, though single readings can be large or run the other way; the % refers to the polarisation;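 note: polarization taken with two DNA probes labelled with fluorescein and Texas red; potency is the fitted concentration of half-maximal effect; % of control where 0% means no effect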
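His-tagged ERG Ets domain (1 uM in the protein solution; 300mM KCl, 50mM Tris-HCl, 1mM EDTA, 1mM DTT, pH 7.5) received compound, then a probe mix of 5 nM fluorescein-DNA and 100nM Texas-615-DNA. Fluorescence polarization was read for both dyes.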
RGS4 inh: human RGS4 inhibition; Potency, µM (titrated, usually from 114 µM), for inactives: at the highest dose activity change, negative = inhibition, hits mostly inhibitors; Transcreener GDP fluorescence polarization, RGS4-accelerated GTP hydrolysis; actives 0.039% (n = 390,000); AID 504845; P49798; note: potency is the fitted concentration of half-maximal effect; % is set by controls: 0 for no effect and ±100 for the full control effect; nearly all actives have a fitted effect of over 75% in size; some results filed as inactive show a strong effect at the top dose
Target sequence (P49798 whole entry, looked up): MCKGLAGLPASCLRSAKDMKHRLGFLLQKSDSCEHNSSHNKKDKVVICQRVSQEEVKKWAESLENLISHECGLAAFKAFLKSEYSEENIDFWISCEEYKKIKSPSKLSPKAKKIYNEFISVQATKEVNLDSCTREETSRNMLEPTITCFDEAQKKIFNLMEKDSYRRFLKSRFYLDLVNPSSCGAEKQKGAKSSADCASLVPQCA
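MLSMR compounds (23 nl, pin-transferred) preincubated 10 min at room temperature with a 500nM (2x) first reagent, then RGS4 at 900nM (2x) plus Transcreener GDP mix added; fluorescence polarization (620/688 nm) read before and after 90 min at 30 °C.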
* hit, by the source's call; [ ] = another dose, or the depositor's remark. Unless noted, calls come from the whole dose curve; as a rule, active = well fitted curve in the direction sought with a large enough effect; inconclusive = small, poorly fitted or top-dose-only effect, or another doubt; inactive = no such curve, though single readings can be large; an effect the other way counts as inactive or inconclusive. An excerpt; rates above refer to the full screens.

Results for CCCCCc1nnc(NC(=O)Cn2cnc3ccccc3c2=O)s1 ?
LDHA block: -6; POLH inh: -9%; APEX1 inh: 9%; POLB inh: 6%; Apoferritin bind: -1%; Pol kappa inh: -4%; ALOX12 inh: -2%; ERG-DNA inh: 4%; RGS4 inh: -5%

What do the screens show for `CS(=O)(=O)N1CCN(c2ccccc2NC(=O)C(c2ccccc2)c2ccccc2)CC1`?
LDHA block: 4; POLH inh: -2%; APEX1 inh: -4%; POLB inh: -1%; Apoferritin bind: 4%; Pol kappa inh: -14%; ALOX12 inh: 13%; ERG-DNA inh: -8%; RGS4 inh: -27%

What do the screens show for `COc1ccc(C(=O)NCCNc2nc3ccc(C)cc3cc2C#N)cc1OC`?
LDHA block: -4; POLH inh: -17%; APEX1 inh: 15%; POLB inh: -3%; Apoferritin bind: -4%; Pol kappa inh: -15%; ALOX12 inh: -8%; ERG-DNA inh: 1%; RGS4 inh: 15%

What do the screens show for `O=C(NCC(F)(F)F)c1ccc(S(=O)(=O)Nc2ccccc2N2CCCC2)cc1`?
LDHA block: 14; POLH inh: -9%; APEX1 inh: 37%; Pol kappa inh: 9%; ALOX12 inh: inconclusive; ERG-DNA inh: 5%; RGS4 inh: inconclusive

What do the screens show for `CCc1cc(N2CCOCC2)cc2c1[nH]c1ccccc12`?
LDHA block: 34; POLH inh: -14%; APEX1 inh: -7%; POLB inh: 12%; Apoferritin bind: -4%; Pol kappa inh: -8%; ALOX12 inh: -27%; ERG-DNA inh: 6%; RGS4 inh: inconclusive

What do the screens show for `Cc1ccc(NC(=O)c2sc3nc[nH]c(=O)c3c2C)c(C)c1`?
LDHA block: -9; POLH inh: 1%; APEX1 inh: -4%; POLB inh: -9%; Apoferritin bind: -22%; Pol kappa inh: -25%; ALOX12 inh: -16%; ERG-DNA inh: -9%; RGS4 inh: 30%

How did CCOc1c2ccc(C(=O)NCc3ccc(OC(F)(F)F)cc3)cc2nn1C do in these assays?
LDHA block: 1; POLH inh: -11%; APEX1 inh: 3%; POLB inh: 7%; Apoferritin bind: -15%; Pol kappa inh: -1%; ALOX12 inh: -11%; ERG-DNA inh: -3%; RGS4 inh: -7%

Results for COc1ccc(NC(=O)COC(=O)c2ccc(S(=O)(=O)N3CCCC3)cc2)cc1OC ?
LDHA block: -2; POLH inh: -15%; APEX1 inh: -1%; Pol kappa inh: 11%; ALOX12 inh: inconclusive; ERG-DNA inh: -2%; RGS4 inh: -17%

How did Cc1cc(NC(=O)CN2CCN(c3ccccc3O)CC2)no1 do in these assays?
LDHA block: 3; POLH inh: 6%; APEX1 inh: 1%; POLB inh: -27%; Apoferritin bind: 0%; Pol kappa inh: 2%; ALOX12 inh: -3%; ERG-DNA inh: 8%; RGS4 inh: 15%

What do the screens show for `CCOC(=O)c1c(NC(=O)CSc2nnc(-c3cccnc3)o2)sc(C(C)=O)c1C`?
LDHA block: 2; POLH inh: 1%; APEX1 inh: -1%; POLB inh: -11%; Apoferritin bind: -15%; Pol kappa inh: -2%; ALOX12 inh: 4%; ERG-DNA inh: 2%; RGS4 inh: -58%[56.9 µM]

How did Cc1ccc(SCc2noc(C(=O)NC(C)C)c2C(=O)O)cc1C do in these assays?
LDHA block: -6; POLH inh: -22%; APEX1 inh: 8%; POLB inh: -1%; Apoferritin bind: -9%; Pol kappa inh: -3%; ALOX12 inh: -8%; ERG-DNA inh: -1%; RGS4 inh: 3%

Results for Cc1ccc(Cn2c(C(=O)O)c(CNCc3cccs3)c3ccc(C)cc32)cc1 ?
LDHA block: 1; POLH inh: -20%; POLB inh: -2%; Apoferritin bind: inconclusive; Pol kappa inh: -8%; ALOX12 inh: inconclusive; ERG-DNA inh: 4%; RGS4 inh: 2%

Results for Cc1ccc(C2=NOC(C)(c3sc(-c4ccc(Cl)cc4)nc3C)C2)cc1 (centres undefined) ?
LDHA block: 0; POLH inh: -24%; Pol kappa inh: -4%; ALOX12 inh: inconclusive; ERG-DNA inh: 4%; RGS4 inh: -7%

Results for O=C(Cc1ccccc1)Nc1ccc(NC(=O)Cc2ccccc2)c(Cl)c1 ?
LDHA block: -7; POLH inh: 4%; APEX1 inh: 0%; POLB inh: 12%; Apoferritin bind: -2%; Pol kappa inh: -8%; ALOX12 inh: -34%; ERG-DNA inh: 0%; RGS4 inh: -9%

Results for COc1ccccc1NC(=O)c1sc2ncn(CC(=O)Nc3ccccc3)c(=O)c2c1C ?
LDHA block: -5; POLH inh: inconclusive; APEX1 inh: -2%[12.4 µM]; POLB inh: -54%; Apoferritin bind: -11%; Pol kappa inh: -27%; ALOX12 inh: 7%; ERG-DNA inh: -9%; RGS4 inh: 6%

How did CC(C)N(C(=O)Cn1c(=O)oc2ccccc21)c1ccccc1 do in these assays?
LDHA block: -1; POLH inh: -3%; APEX1 inh: 7%; POLB inh: 0%; Apoferritin bind: -6%; Pol kappa inh: -14%; ALOX12 inh: 6%; ERG-DNA inh: 7%; RGS4 inh: -9%

What do the screens show for `COc1cccc2cc(C(=O)N3CCN(C(=O)c4ccco4)CC3)c(=O)oc12`?
LDHA block: -8; POLH inh: -10%; APEX1 inh: 0%; POLB inh: -15%; Apoferritin bind: -3%; Pol kappa inh: -4%; ALOX12 inh: 15%; ERG-DNA inh: -2%; RGS4 inh: 18%

How did COc1ccc(C(=O)/C=C/C(=O)N(CC(=O)NC2CCCCC2)CC2CCCO2)c(O)c1 (centres undefined) do in these assays?
LDHA block: 0; POLH inh: -2%; APEX1 inh: 4%; POLB inh: -25%; Apoferritin bind: -12%; Pol kappa inh: 2%; ALOX12 inh: -11%; ERG-DNA inh: 3%; RGS4 inh: inconclusive

How did C/C(=N\S(=O)(=O)c1ccc(C)cc1)Nc1cc(C(C)C)c(O)cc1C do in these assays?
LDHA block: 8; POLH inh: -18%; APEX1 inh: 2%; POLB inh: 0%; Apoferritin bind: -13%; Pol kappa inh: 0%; ALOX12 inh: inconclusive; ERG-DNA inh: -2%; RGS4 inh: -15%

How did CSc1ccccc1C(=O)N1CCc2ccccc2C1 do in these assays?
LDHA block: -9; POLH inh: -25%; APEX1 inh: -1%; POLB inh: -23%; Apoferritin bind: -11%; Pol kappa inh: 0%; ALOX12 inh: 0%; ERG-DNA inh: 13%; RGS4 inh: -10%

How did COc1ccc(CN(C)C(c2ccccc2)c2nnnn2-c2ccccc2C)c(OC)c1C (centres undefined) do in these assays?
LDHA block: -4; POLH inh: -21%; APEX1 inh: inconclusive; POLB inh: 33%; Apoferritin bind: 49%[activator]; Pol kappa inh: -7%; ALOX12 inh: inconclusive; ERG-DNA inh: 0%; RGS4 inh: 0%

What do the screens show for `COc1ccccc1CNC(=O)c1ccc(N2CCCC2)c(NC(=O)NCc2ccccc2)c1`?
LDHA block: -9; POLH inh: -9%; POLB inh: -2%; Apoferritin bind: 29%; Pol kappa inh: -4%[60.1 µM]; ALOX12 inh: 5%; ERG-DNA inh: -1%; RGS4 inh: -3%

Results for O=C(NC1CCCCC1)c1cc(-n2cnnc2)ccc1Cl ?
LDHA block: -3; POLH inh: -15%; APEX1 inh: 19%; POLB inh: 1%; Apoferritin bind: -1%; Pol kappa inh: 0%; ALOX12 inh: 3%; ERG-DNA inh: 1%; RGS4 inh: -5%

What do the screens show for `COc1ccc(Oc2nc3c(c(=O)n(C)c(=O)n3C)n2Cc2ccccc2Cl)cc1`?
LDHA block: -19; POLH inh: -1%; POLB inh: 2%; Apoferritin bind: 54%[activator]; Pol kappa inh: inconclusive; ALOX12 inh: -21%; ERG-DNA inh: 1%; RGS4 inh: 2%

What do the screens show for `Cc1cc(C)nc(SCC(=O)Nc2ccc(S(=O)(=O)NC(C)(C)C)cc2)n1`?
LDHA block: -7; POLH inh: -2%; APEX1 inh: 14%; POLB inh: 1%; Apoferritin bind: -13%; Pol kappa inh: -6%; ALOX12 inh: -12%; ERG-DNA inh: -5%; RGS4 inh: 36%

How did Cc1ccccc1CNC(=O)c1cccc(NC(=O)N2CCSc3ncccc32)c1 do in these assays?
LDHA block: -8; POLH inh: 1%; POLB inh: -2%; Apoferritin bind: -8%; Pol kappa inh: -19%; ALOX12 inh: -26%; ERG-DNA inh: 4%; RGS4 inh: -5%

How did COc1cc(Nc2ncnc(N)n2)cc(OC)c1OC do in these assays?
LDHA block: -5; POLH inh: 1%; APEX1 inh: -2%; POLB inh: -4%; Apoferritin bind: -2%; Pol kappa inh: -19%; ALOX12 inh: 10%; ERG-DNA inh: -2%; RGS4 inh: 18%

For reference, some entries already given.
How did Cc1ccccc1CNC(=O)c1cccc(NC(=O)N2CCSc3ncccc32)c1 do in these assays?
LDHA block: -8; POLH inh: 1%; POLB inh: -2%; Apoferritin bind: -8%; Pol kappa inh: -19%; ALOX12 inh: -26%; ERG-DNA inh: 4%; RGS4 inh: -5%

How did COc1cc(Nc2ncnc(N)n2)cc(OC)c1OC do in these assays?
LDHA block: -5; POLH inh: 1%; APEX1 inh: -2%; POLB inh: -4%; Apoferritin bind: -2%; Pol kappa inh: -19%; ALOX12 inh: 10%; ERG-DNA inh: -2%; RGS4 inh: 18%
